PKA-R1A activ: activators of PKA-R1A holoenzyme, primary screen, biochemical, fluorescence polarization, Cy5-IP20, bovine R1A, mouse PKAc | AID 504707, 2011 | activation, % at 11.4 µM | cAMP-dependent protein kinase type I-alpha regulatory subunit (Bos taurus) + … | PKA-R1A dissociation; scaled: DMSO 0%, 113 µM cGMP 100% | hit rate 0.083% among 340,000;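 active = percent activation above the mean of all tested compounds plus 3 SD, cut at about 19% in these data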;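 note: higher means more PKAc released from R1A so a rise in polarization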
Tat transport: E. coli Tat export inhibitors, primary screen, MC4100, TorA-mCherry reporter, fluorescence, single point | AID 488895, 2010 | inhibition, % at 10 µM | hit rate 0.036% among 340,000;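 active = mean replicate inhibition at least 50% and at least half of replicates individually reaching 50%; inconclusive = only one of the two criteria met; inactive = neither criterion met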;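 note: exported cargo escapes ClpAP degradation while cytoplasmic cargo is degraded and loses fluorescence; 0% = median of neutral control wells and 100% = median of NaSCN control wells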
Pemphigus Ab inh: inhibitors of pemphigus antibody binding to DSG3, primary screen, biochemical, bead-based, flow cytometry, scFv-GFP; binding (percent of control), % at 10 µM; DSG3-coupled beads, scFv-anti-DSG3-GFP binding; hits give low values; hit rate 0.48% among 310,000; Desmoglein-3 (Homo sapiens), P32926;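 active = binding more than 3 SD below its plate's average and above zero; inconclusive = below that plate limit but binding exactly zero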;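 note: hits lower antibody fragment binding to DSG3; some compounds called inactive have numbers as strong as hits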
Target sequence (P32926 whole entry, looked up, the tested form may be a part): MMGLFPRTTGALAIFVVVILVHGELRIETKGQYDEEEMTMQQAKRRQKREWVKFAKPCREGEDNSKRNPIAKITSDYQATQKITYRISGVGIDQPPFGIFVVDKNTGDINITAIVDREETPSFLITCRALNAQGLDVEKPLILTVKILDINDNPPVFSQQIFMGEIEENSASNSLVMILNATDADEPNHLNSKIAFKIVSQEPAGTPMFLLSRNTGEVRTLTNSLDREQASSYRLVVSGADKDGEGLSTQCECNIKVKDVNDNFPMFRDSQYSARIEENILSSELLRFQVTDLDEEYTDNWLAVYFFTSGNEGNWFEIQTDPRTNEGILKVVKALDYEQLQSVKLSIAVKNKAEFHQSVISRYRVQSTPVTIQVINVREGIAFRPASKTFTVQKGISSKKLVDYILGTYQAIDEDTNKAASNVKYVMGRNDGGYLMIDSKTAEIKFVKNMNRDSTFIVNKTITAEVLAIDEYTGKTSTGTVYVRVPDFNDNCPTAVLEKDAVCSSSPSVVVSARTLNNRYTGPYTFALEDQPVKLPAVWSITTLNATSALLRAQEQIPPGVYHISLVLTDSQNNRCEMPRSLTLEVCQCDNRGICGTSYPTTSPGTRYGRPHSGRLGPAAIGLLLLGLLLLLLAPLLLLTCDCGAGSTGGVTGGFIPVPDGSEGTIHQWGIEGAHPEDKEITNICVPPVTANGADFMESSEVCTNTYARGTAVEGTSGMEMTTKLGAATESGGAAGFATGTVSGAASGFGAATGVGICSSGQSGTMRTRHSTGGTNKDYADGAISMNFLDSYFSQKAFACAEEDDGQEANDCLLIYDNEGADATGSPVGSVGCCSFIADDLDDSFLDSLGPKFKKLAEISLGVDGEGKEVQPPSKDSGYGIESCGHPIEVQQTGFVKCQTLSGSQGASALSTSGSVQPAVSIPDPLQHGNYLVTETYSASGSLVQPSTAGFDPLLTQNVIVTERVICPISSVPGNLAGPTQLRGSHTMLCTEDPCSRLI
Mot1-301 SUMO: yeast Mot1-301 growth rescue at high temperature, primary screen, SUMOylation pathway inhibitor project, S. cerevisiae, ATP luminescence, 38.5C; AID 2716, 2010; growth rescue, % at 18.8 µM; S. cerevisiae Mot1-301 growth rescue; percent above DMSO median, 100 means doubled; hit rate 1% among 320,000;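 active = every valid replicate shows activation above 250% relative to neutral control wells; inactive = the rest, any valid replicate at or below 250%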;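 note: OY570 slx delta 5 strain wells were the positive control but not used for scaling; some compounds called inactive have numbers as strong as hits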
MOR-DOR ag: agonists of OPRM1-OPRD1 heterodimerization, primary screen, cell-based, luminescence | cells | activation, % at 9.3 µM | hit rate 0.3% among 340,000; in the data active = activation above about 18%;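 note: 0% = vehicle-treated cells and 100% = reference agonist; values of inactives mirror those of a sister screen read the other way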
Arr AP2 block: inhibitors of beta-arrestin/AP2 binding, primary screen, biochemical, GPCR trafficking, flow cytometry; FITC-arrestin peptide / GST-AP2 beads; AP2 beta2 appendage carries R879A mutation; hit rate 0.31% among 340,000; inhibition, % at 10 µM; beta-arrestin 1 C-terminal peptide binding to AP2 beta2-adaptin appendage (human);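 active = inhibition above a set limit, near 3 SD of compounds lacking own fluorescence, cut at about 54% in these data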;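 note: plate controls were DMSO wells for no effect and 5 µM unlabelled arrestin peptide for full effect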
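System: GST-AP2 R879A glutathione beads. Medium: PBS with 0.05% Tween 20 and 0.1% BSA. Also added: FITC-arrestin peptide, 50 nM. Incubation: 12 min plus 1 h, RT. Measured by: high-throughput flow cytometry of beads, ex 488, em 535 nm. Evaluation: percent drop in bead-associated FITC signal.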
E coli growth: E. coli V3065 growth inhibition, primary screen, counter-screen for AddAB inhibitor project, absorbance, OD600; 18 h; inhibition, % at 11.9 µM; hit rate 0.27% among 330,000;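 active = inhibition above the campaign's mean inhibition across all tested compounds plus 3 SD, cut at about 9.9% in these data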;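 note: uninfected addAB+ strain grown without phage in ampicillin broth; 0% = DMSO wells and 100% = ciprofloxacin 0.95 µg/ml wells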
phage Ecoli inh: growth loss of phage-infected E. coli, primary screen, RecBCD inhibitor project, absorbance, with phage, HTS; inhibition, % at 11.9 µM; hit rate 0.26% among 360,000; AID 651602, 2012; in the data active = inhibition above about 11%
OPRM1-OPRD1 inv: inverse agonists of MOR-DOR heterodimerization, primary screen, cell-based, luminescence; AID 504357, 2011; Mu-type opioid receptor (Homo sapiens) + Delta-type opioid receptor (Homo sapiens), …; hit rate 0.21% among 340,000; cell-based MOR-DOR heterodimer luminescence, inverse agonism; inhibition, % at 9.3 µM; in the data active = inhibition above about 22%, passing the limit was not always enough;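 note: 0% = cells with DMSO and 100% = wells without cells with DMSO; values of inactives mirror those of a sister screen read the other way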
AddAB inh: growth inhibition of E. coli expressing H. pylori AddAB, primary screen, AddAB inhibitor project, absorbance. hit rate 0.29% among 330,000. inhibition, % at 11.9 µM. AID 435030, 2010; in the data active = inhibition above about 12%;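 note: 0% = vehicle wells of infected cells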
PfHsp90 yeast 2: growth inhibition of PfHsp90-expressing yeast, primary screen, antimalarial PfHsp90 inhibitor project, S. cerevisiae, BacTiter-Glo luminescence, single point, set 2. BacTiter-Glo ATP, 48 h; yeast lacking PDR1 and PDR3 efflux regulators. inhibition, % at 9.4 µM. hit rate 0.32% among 310,000;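 active = every replicate shows inhibition above about 80%, whatever the replicate mean, limit read from the data; inconclusive = mean inhibition reaches the set limit but some replicate falls short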;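 note: 0% = DMSO neutral controls and 100% = 20 µM radicicol positive controls; yeast relying on Plasmodium falciparum Hsp90 in place of its own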
Starred values were filed as active, the others as inactive; ? = inconclusive; / = not tested or not shown.

SMILES	PKA-R1A activ	Tat transport	Pemphigus Ab inh	Mot1-301 SUMO	MOR-DOR ag	Arr AP2 block	E coli growth	phage Ecoli inh	OPRM1-OPRD1 inv	AddAB inh	PfHsp90 yeast 2
CCCC(=O)Nc1ccc(Cl)c(NC(=S)NC(=O)c2cc3ccccc3o2)c1	3.7	-1.5	114.7	0.4	-2.8	35.3	0.7	4.8	14.8	2.0	-2.4
Cc1ccc(-n2c(-c3cnccn3)n[nH]c2=S)cc1	-10.1	4.0	102.9	/	-2.3	5.8	2.4	2.8	11.6	2.1	-41.0
CCCCCNC(=O)C1CCC(Cn2c(=S)[nH]c3ccccc3c2=O)CC1 (stereo unspecified)	0.2	-3.4	/	-22.6	1.6	22.2	-0.3	3.2	-7.1	-0.1	6.1
CN(N)c1nc(-c2ccccc2)cc(-c2ccccc2)n1	-2.1	-1.5	95.7	-4.5	-1.3	24.3	0.7	2.8	6.7	3.2	0.9
Cc1ccsc1C(=O)NCC(C)(C)N1CCOCC1	-13.3	-0.3	111.1	-15.0	-0.2	-8.0	1.6	0.9	0.9	2.8	-15.8
COC(=O)c1c(C)[nH]c(C(=O)/C=C/c2ccc(Cl)cc2)c1C	-5.2	-6.3	95.2	/	2.9	-9.6	-1.4	3.4	-17.9	0.2	9.7
NC(=O)c1ccc(-n2nnnc2SCc2ccc(F)cc2)cc1	8.3	6.1	102.3	2.0	-3.6	3.9	-0.3	1.4	19.6	1.3	12.6
COC(=O)c1ccc(-n2c(C)cc(/C=N/Nc3nc(C)cc(=O)[nH]3)c2C)cc1	2.6	4.7	106.1	/	-1.8	-0.8	0.2	0.9	9.6	1.8	-47.1
CC(C)(C)C(=O)C(Cc1ccccc1Cl)n1cncn1 (stereo unspecified)	1.2	-0.8	96.0	612.4	-2.8	-9.2	0.1	-0.5	15.5	3.2	?
COc1cc2c(cc1NC(=O)Nc1cccc(C)c1)oc1ccccc12	-4.0	-2.1	93.0	-32.6	0.6	2.9	0.8	1.6	-3.2	2.1	-12.5
CCn1c(=O)cc(OCC(=O)N2CCCCCC2)c2ccccc21	7.1	9.4	/	14.6	-2.6	-9.2	0.7	-0.7	13.4	-0.8	/
COCC(=O)N(C)C[C@H]1N[C@@](Cc2ccccc2)(C(=O)OC)[C@H]2C(=O)N(C)C(=O)[C@@H]12	-4.3	-6.5	97.9	-11.0	-1.3	14.5	-1.1	2.1	6.0	2.0	9.0
Cc1ccc(NC(=S)N2CCC(c3ccc(C)cc3)C2)cc1 (stereo unspecified)	-3.0	-3.7	100.2	11.7	-0.6	14.5	-0.9	4.1	2.9	0.6	-33.0
O=C(Nc1cccc(C(=O)N2CCCCC2)c1)C1CCC1	-1.4	3.5	95.6	/	-0.1	5.8	/	3.3	0.5	/	13.3
COC(=O)[C@@H]1CCCN1Cc1c(C(=O)N2CCOCC2)nc2c(C)cccn12	-14.0	-3.0	101.2	-12.6	-1.7	12.9	2.4	3.7	8.9	0.7	2.4
CCOc1cccc(C2/C(=C(/O)c3ccc4c(c3)CC(C)O4)C(=O)C(=O)N2CCN2CCOCC2)c1 (stereo unspecified)	6.0	-6.5	/	6.8	0.4	-1.8	-2.1	1.1	-1.9	2.7	3.5
COC(=O)c1ccc(C)c(NC(=O)c2ccc(Cn3cc([N+](=O)[O-])cn3)o2)c1	-8.7	-5.9	84.4	7.0	-4.0	-2.3	-0.4	2.5	20.4	2.1	-8.0
COc1ccc(/C=C\C(=O)NCc2ccc3c(c2)cc(C)n3C)cc1OC	-10.9	0.8	106.7	60.3	-0.8	6.3	-0.3	3.3	4.8	0.2	-7.0
O=C(Oc1ccc(-c2nnco2)cc1)C1CCN(C(=O)c2ccc(F)cc2)CC1	-10.4	-1.5	108.7	-6.3	-3.2	10.8	0.6	-0.1	17.2	-2.2	2.1
CCn1c(-c2ccc(C(C)(C)C)cc2)n[nH]c1=S	-16.9	4.8	101.5	-12.0	-5.4	-2.5	0.2	2.1	24.7	3.8	-11.1
COC(=O)c1ccccc1NC(=O)NC1CC1	-1.7	-7.0	102.1	314.5	-0.8	-0.7	-3.3	4.3	5.4	0.7	-21.1
COc1cc(-c2cc(C(=O)Nc3ccccc3N3CCOCC3)c3ccccc3n2)cc(OC)c1OC	-14.7	14.2	109.2	11.2	-0.9	-3.6	-3.2	3.6	5.2	1.4	-29.3
CN(C)C=NC(=O)c1cccn1-c1ncc(C(F)(F)F)cc1Cl	4.5	-1.7	101.6	-6.3	-1.7	5.9	-3.3	4.6	8.7	0.9	17.7
CC(C)C[C@H](NC(=O)OC(C)(C)C)C(=O)N1CCC(C(=O)O)CC1	-8.1	-0.2	112.4	2.7	-1.4	-2.8	0.7	1.7	7.7	0.7	0.4
COc1cccc2cc(C(=O)NCCc3ccccc3)oc12	6.4	-3.2	105.5	-2.7	-1.6	-8.5	-0.6	-0.6	8.7	1.2	-11.3
O=C(CCCc1ccccc1)N1CCN(c2ccc([N+](=O)[O-])cc2)CC1	-3.2	-1.3	113.4	187.1	-2.4	-2.3	1.1	2.7	10.7	1.7	-13.4
C/C(=N\Nc1ccc([N+](=O)[O-])cc1[N+](=O)[O-])c1cccnc1	-2.6	-3.7	99.3	-24.6	1.7	2.9	1.7	-1.0	-10.0	3.7	-15.1
CC(C)c1cc(C(=O)N/N=C/c2ccoc2)c(O)c(C(C)C)c1	0.2	4.3	/	2.9	-2.8	24.6	1.5	4.0	15.6	0.9	-22.6
CC1CCCCN1C(=O)c1cc2nc(-c3ccccc3)cc(-c3ccccc3)n2n1 (stereo unspecified)	-1.6	2.0	98.9	8.4	6.8	4.6	-2.1	1.6	-39.1	-0.5	-25.2
Cc1ccc(/C=C2\SC(=S)N(CCCC(=O)Nc3ccccn3)C2=O)cc1	15.8	-5.4	105.3	-2.2	-1.2	22.1	-0.7	2.1	6.1	1.7	/
CCOC(=O)Cc1csc(NC(=O)C(C)(C)C)n1	-1.6	-9.6	98.8	68.9	-0.6	-3.5	0.7	1.9	3.5	3.0	/
Cc1cc(C)nc(SCc2nnc(SCC(=O)NCc3ccco3)n2-c2ccccc2)n1	-14.7	8.2	/	-12.7	-1.2	1.3	-0.4	1.3	7.5	-1.2	62.7
FC(F)(F)c1nc(-c2ccccc2)ncc1-c1nnnn1-c1ccccc1	-1.1	7.0	109.9	20.8	1.2	-1.5	2.6	0.8	-6.0	2.4	5.6
O=c1[nH]c(CSc2ccccn2)nc2ccccc12	-2.2	-3.1	95.0	-17.2	1.1	4.3	-0.3	0.8	-7.8	-1.3	-2.1
O=C1CC(C(=O)Nc2ccc(Cl)cc2[N+](=O)[O-])C2(CCCCC2)O1 (stereo unspecified)	-1.8	3.2	102.6	18.2	1.8	4.6	0.7	1.9	-10.8	2.1	-4.3
Cc1nc(N2CCC(C)CC2)c2c(C)c(C(=O)O)sc2n1	-3.8	-2.1	103.1	-14.7	-2.3	-1.4	-0.4	2.2	13.3	0.4	/
CCOC(=O)c1c(NC(=O)C2C3C=CC(C3)C2C(=O)O)sc2c1CCCC2 (stereo unspecified)	-8.9	28.2	36.6*	-0.3	-1.8	-7.7	-2.1	2.6	10.4	1.1	-2.3
Cc1cccc(Nc2ncnc3onc(-c4ccc(F)cc4)c23)c1C	-2.7	-2.9	101.1	-0.8	-0.6	1.4	-0.9	1.4	3.4	3.9	11.0
O=[N+]([O-])c1cccnc1Sc1ccc(F)cc1	/	/	101.9	0.2	/	-8.4	-1.5	4.1	/	3.6	/
Clc1ccccc1OCc1nc(-c2ccncc2)no1	12.0	1.3	101.4	17.4	0.6	3.9	-1.2	1.1	-3.2	2.4	-16.9

Single entries from the entries so far.
For Tat transport, FC(F)(F)c1nc(-c2ccccc2)ncc1-c1nnnn1-c1ccccc1 has 7.0
For AddAB inh, CCOC(=O)c1c(NC(=O)C2C3C=CC(C3)C2C(=O)O)sc2c1CCCC2 (stereo unspecified) has 1.1

(continued)
SMILES	PKA-R1A activ	Tat transport	Pemphigus Ab inh	Mot1-301 SUMO	MOR-DOR ag	Arr AP2 block	E coli growth	phage Ecoli inh	OPRM1-OPRD1 inv	AddAB inh	PfHsp90 yeast 2
CC(=O)CSc1nnc(-c2ccc(S(=O)(=O)N3CCCC3)cc2)n1C	-2.0	-3.2	111.1	64.6	-0.1	16.9	1.9	1.2	0.8	1.5	25.3
COc1cccc(NC(=O)Cc2c(O)c3ccccc3[nH]c2=O)c1	1.1	0.1	101.8	5.1	-2.6	24.7	1.5	3.7	14.2	-0.3	2.9
NC(=S)NNc1ccnc2cc(Cl)ccc12	5.2	3.4	103.3	13.8	1.3	2.0	-1.7	3.3	-6.6	4.0	14.5
Cc1cccc(N2CCN(Cc3ccc(Br)o3)CC2)c1C	11.2	-2.5	109.8	13.5	8.0	4.9	1.9	1.3	-38.2	4.2	-14.3
O=C(Cn1c(=S)nc2ccccn21)N1CCc2ccccc2C1	8.8	-2.4	/	-0.3	-1.6	9.8	1.5	3.0	9.2	1.9	4.0
CN(CC(=O)Nc1ccc(Cl)cc1)C(=O)c1cc(-c2cccs2)nn1-c1ccccc1	1.6	6.9	103.9	0.7	0.9	-4.7	0.2	-1.6	-5.8	-2.0	2.8
Cc1cc(C)n(CCCN2CCC(C(=O)Nc3cccc(-c4cccc(F)c4)c3)CC2)n1	-10.7	1.5	113.3	-18.8	1.5	5.3	-1.0	0.7	-5.0	4.6	4.2

Source: PubChem BioAssay
